FUS suppressor: qHTS for Suppressors of FUS Proteinopathy: Primary screen using FUS-linked yeast assay | S. cerevisiae FUS-expressing, growth rescue, OD600, 24 h | Potency, µM (titrated, usually from 76.6 µM), for the others: top-dose growth rescue (activation), most hits filed as activators | 390,000 compounds, 0.24% hits;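 also: potency is read from the fitted curve at half-maximal effect; plate controls were DMSO vehicle for no effect and reference control for full effect; nearly all actives have a fitted effect of over 55% in size; some results filed as inactive show a strong effect at the top dose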
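Yeast expressing FUS under galactose induction, OD 0.005 in 2% galactose medium; compounds in a dilution series, 24 h at 30C. Growth rescue by absorbance at 600 nm; CP55940 positive control, DMSO negative.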
PLK1 PBD block: qHTS for Inhibitors of PLK1-PDB (polo-like kinase 1 - polo-box domain): Primary Screen. Serine/threonine-protein kinase PLK1 (Homo sapiens), P53350. Plk1 PBD binding of FITC phosphopeptide, fluorescence polarization. Potency, µM, inactives show max response, negative = inhibition, hits mostly inhibitors. 360,000 compounds, 2.8% hits. AID 720504, 2013; also: potency is read from the fitted curve at half-maximal effect; series mostly up to about 57 µM; % is scaled to controls: 0 for no effect and ±100 for the full control effect; nearly all actives have a fitted effect of over 65% in size
IL-2 act: qHTS of IL-2 Activators | IL-2 activation reporter assay, cell-based qHTS; stimulated with anti-CD3/CD4/CD28 beads; in transgenic mouse T cells | AID 652025, 2013 | activation, % (series mostly up to about 46 µM) | 360,000 compounds, 0.065% hits; in the data active = activation above about 50%; inconclusive = mostly about 30% to 49%; also: 0% is about no effect
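First, unstimulated transgenic mouse T cells were exposed to compound for 60 min. Next, anti-CD3/anti-CD4-coated beads with anti-CD28 were added. Finally, after 18 h at 37 degrees C, EGFP and DsRed were imaged.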
EPAC1 antagonist: qHTS for Antagonist of cAMP-regulated guanine nucleotide exchange factor 3 (EPAC1): primary screen; 360,000 compounds, 0.14% hits; EPAC1 GEF assay, Rap1b-BODIPY-GDP exchange fluorescence; AID 720709, 2013; Potency, µM (series often up to 115 µM), for the others: top-dose activity change, negative = inhibition, actives largely listed as inhibitors;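 also: potency is read from the fitted curve at half-maximal effect; plate controls were vehicle for no effect and positive control for full effect; nearly all actives have a fitted effect of over 50% in size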
PI5P4Ka inh: qHTS for Inhibitors of phosphatidylinositol 5-phosphate 4-kinase (PI5P4K); PI5P4Kalpha enzyme, ADP-Glo luminescence, 60 min; active compounds read low; Phosphatidylinositol 5-phosphate 4-kinase type-2 alpha (Homo sapiens), P48426; max response, %; 330,000 compounds, 1.2% hits; active = max response of -50% or lower; inconclusive = between -30% and -50%; inactive = -30% or higher; also: value at the top dose of about 77 µM; % is scaled to controls: 0 for no effect and ±100 for the full control effect
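Reactions run in 0.038 M HEPES pH 7.4, 0.28 mM EGTA, 0.1% CHAPS and 5% DMSO, with PI5P4Kalpha, substrate, compound and 5 microM ATP final, one hour at room temperature. Readout is ADP-Glo luminescence.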
EPAC1 ag: qHTS for Agonist of cAMP-regulated guanine nucleotide exchange factor 3 (EPAC1): primary screen. Rap guanine nucleotide exchange factor 3 (Homo sapiens), O95398. EPAC1 agonist qHTS, biochemical assay; response scale: 100% = response to 6.5 mM cAMP. Potency, µM (series often up to 154 µM), for the others: at the highest dose activation, actives largely listed as activators. 360,000 compounds, 0.073% hits; also: potency is read from the fitted curve at half-maximal effect; nearly all actives have a fitted effect of over 60% in size
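Normalized to 6.5 mM cAMP, activity reflects EPAC1-catalysed release of BODIPY-GDP from Rap1B, followed kinetically over 30 min at 480 nm excitation, 540 nm emission. Reaction contained 100 nM EPAC1, 250 nM Rap1B-BODIPY-GDP, 50 uM GDP.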
WRN inhibitor: qHTS for Inhibitors of WRN Helicase; Potency, µM (highest dose often 114 µM), without a hit: at the highest dose activity change, negative = inhibition, most hits filed as inhibitors; 360,000 compounds, 0.46% hits; WRN helicase unwinding, fluorescent forked duplex, kinetic; Bifunctional 3'-5' exonuclease/ATP-dependent helicase WRN (Homo sapiens), Q14191; also: potency is read from the fitted curve at half-maximal effect; % is scaled to controls: 0 for no effect and ±100 for the full control effect; nearly all actives have a fitted effect of over 55% in size
Target sequence (Q14191 whole entry, looked up): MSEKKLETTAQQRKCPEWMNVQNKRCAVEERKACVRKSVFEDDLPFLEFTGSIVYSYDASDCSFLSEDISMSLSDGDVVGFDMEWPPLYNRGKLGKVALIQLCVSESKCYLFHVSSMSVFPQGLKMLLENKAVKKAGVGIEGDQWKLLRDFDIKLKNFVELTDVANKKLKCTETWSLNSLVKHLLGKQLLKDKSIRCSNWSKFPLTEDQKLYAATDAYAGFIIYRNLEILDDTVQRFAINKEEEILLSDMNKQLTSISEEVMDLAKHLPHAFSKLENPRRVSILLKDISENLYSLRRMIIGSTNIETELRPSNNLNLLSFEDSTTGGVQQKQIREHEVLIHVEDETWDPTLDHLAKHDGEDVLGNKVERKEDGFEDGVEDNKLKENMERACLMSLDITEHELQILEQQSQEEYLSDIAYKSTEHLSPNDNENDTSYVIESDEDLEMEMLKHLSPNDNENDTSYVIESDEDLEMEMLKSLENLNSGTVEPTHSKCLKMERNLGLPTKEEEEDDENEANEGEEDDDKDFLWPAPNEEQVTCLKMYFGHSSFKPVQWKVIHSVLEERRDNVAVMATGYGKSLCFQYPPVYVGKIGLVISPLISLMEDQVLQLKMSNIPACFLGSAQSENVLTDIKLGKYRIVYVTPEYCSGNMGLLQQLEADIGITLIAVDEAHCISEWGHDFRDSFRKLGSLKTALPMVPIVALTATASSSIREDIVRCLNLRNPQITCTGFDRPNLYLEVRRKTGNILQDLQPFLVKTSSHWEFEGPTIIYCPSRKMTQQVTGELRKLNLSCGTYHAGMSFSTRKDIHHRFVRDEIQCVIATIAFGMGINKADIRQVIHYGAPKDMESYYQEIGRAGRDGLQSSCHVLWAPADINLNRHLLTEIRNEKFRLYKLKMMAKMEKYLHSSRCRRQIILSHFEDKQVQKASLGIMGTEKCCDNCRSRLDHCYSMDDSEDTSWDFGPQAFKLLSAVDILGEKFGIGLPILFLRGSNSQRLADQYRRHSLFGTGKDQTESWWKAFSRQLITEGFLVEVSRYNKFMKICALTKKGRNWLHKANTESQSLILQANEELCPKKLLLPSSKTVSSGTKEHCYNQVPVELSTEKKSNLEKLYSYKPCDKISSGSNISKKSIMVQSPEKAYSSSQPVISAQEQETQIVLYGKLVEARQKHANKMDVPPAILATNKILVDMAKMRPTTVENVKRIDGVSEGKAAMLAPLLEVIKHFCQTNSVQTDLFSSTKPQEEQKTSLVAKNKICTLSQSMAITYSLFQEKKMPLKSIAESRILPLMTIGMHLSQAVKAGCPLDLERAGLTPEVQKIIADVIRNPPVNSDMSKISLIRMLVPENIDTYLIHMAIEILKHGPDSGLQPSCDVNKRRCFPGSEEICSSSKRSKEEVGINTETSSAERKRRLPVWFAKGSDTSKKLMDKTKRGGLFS
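WRN at 20 nM final preincubated with compound 15 min at room temperature; reaction started with 100 nM fluorophore/quencher forked duplex oligonucleotide and 2 mM ATP final. Unwinding followed kinetically by red fluorescence (ex 525, em 598 nm).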
Abeta yeast res: qHTS for compounds that reverse cellular toxicity of Amyloid beta (A-beta) peptide in yeast: Primary Screen; yeast expressing A-beta42, growth rescue, OD600, 48 h; response scale: 0% DMSO, 100% iron-clioquinol control; Potency, µM (top dose mostly 46.1 µM), for inactives: top-dose growth rescue, usual class: activators; 410,000 compounds, 0.063% hits; AID 1347071, 2019; also: potency is read from the fitted curve at half-maximal effect; nearly all actives have a fitted effect of over 55% in size
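Growth rescue measured by 600 nm absorbance after 48 h yeast culture at 30 C with compound. Values normalized between DMSO and an equimolar ferric chloride plus clioquinol control.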
An asterisk follows results filed as active; ? = inconclusive; . = not tested or not shown; [ ] = dose if it differs, or a comment. Unless noted, calls follow the shape of the dose curve; as a rule, active = well fitted curve in the direction sought with a large enough effect; inconclusive = small, poorly fitted or top-dose-only effect, or another doubt; inactive = no such curve, though single readings can be large; an effect the other way counts as inactive or inconclusive.

SMILES | FUS suppressor | PLK1 PBD block | IL-2 act | EPAC1 antagonist | PI5P4Ka inh | EPAC1 ag | WRN inhibitor | Abeta yeast res
CC(C)Sc1nnc(NC(=O)CCc2ccccc2)s1 | -15% | -3% | 0.5 | -3% | -3 | -12% | 1% | -3%
CC1(C)Oc2cc3oc(=O)ccc3cc2C[C@@H]1O | -30% | 7% | -0.1 | -4% | 1 | 3% | 8% | 9%
CCCCc1ccc(NC(=O)N2CCNC(=O)C2CC(=O)Nc2ccsc2C(=O)OC)cc1 (stereo unspecified) | ? | 0% | -0.5 | -13% | 22 | 10% | -27% | 15%
COc1cc(-n2c(=O)c3ccccc3n(CC(=O)c3ccc(Br)cc3)c2=O)cc(OC)c1OC | -12% | -11% | 0.5 | -8% | -1 | -2% | 2% | -2%
COCCn1c(-c2ccc(F)cc2)nc2cccnc21 | -15% | -3% | -1.8 | 10% | 1 | 5% | -5% | 9%
CC1CN(C(=S)Nc2cccc(F)c2)CC(C)O1 (stereo unspecified) | -8% | -1% | 0.5 | 5% | -1 | -1% | 2% | 2%
COc1ccccc1-c1cc(C(F)(F)F)n2ncc(C(=O)N3CCc4ccccc4C3)c2n1 | 31% | -1% | -1.0 | -20% | 2 | 15% | -14% | -9%
CCS(=O)(=O)N1CCC(C(=O)NCCN2CCOCC2)CC1 | . | 1% | 0.6 | 9% | -1 | -6% | 2% | 0%
CCOC(=O)C1(Cc2cccc(Cl)c2)CCCN(C(=O)CCSC)C1 (stereo unspecified) | 12% | 6% | 1.2 | -5% | -1 | 5% | -1% | 3%
CN(C)S(=O)(=O)c1cccc(C(=O)NCc2cccs2)c1 | -15% | -9% | -0.5 | 12% | 4 | 8% | -28%[57.1 µM] | -1%
O=C(NCC1CCCO1)C1CC(=O)N(C2CCCC2)C1 (stereo unspecified) | -30% | 1% | -1.3 | 0% | . | 4% | -3% | -4%
Nc1nnc(Cc2ccccc2F)s1 | -3% | -16% | 1.0 | 12% | 5 | 2% | 0% | -3%
CC(C)(C)c1nnc(N/N=C/c2ccccc2)n(N)c1=O | . | 1% | -0.2 | -16% | -4 | -1% | 0% | -5%
COc1ccc(-n2nnnc2C(CCc2ccccc2)N2CCN(C/C=C/c3ccccc3)CC2)cc1 (stereo unspecified) | 26% | -7% | -0.6 | 13% | 6 | 16% | -1% | -11%
Cc1ccc2cc(NC(=O)c3ccccc3)ccc2n1 | -15% | 0% | -1.5 | 12% | 1 | 2% | -6% | -7%
Cc1cc(-c2n[nH]c(=S)n2/N=C/C=C/c2ccccc2)n[nH]1 | 6% | -16% | 0.5 | -4% | -14 | 7% | -34%[57.1 µM] | -6%
Cn1c2c(c3ccccc31)CCN1CCC[C@]21c1ccccc1 | -18% | -8% | -0.9 | -10% | -12 | -1% | -11% | -2%
O=C(C1CCCN(Cc2ccccc2F)C1)N1CCCCC1 (stereo unspecified) | -10% | 6% | -0.8 | -5% | 8 | -9% | 3% | -17%
COc1ccc(-c2ccc(/C=N/N3C(=O)C4C5C=CC(C6CC56)C4C3=O)o2)c([N+](=O)[O-])c1 (stereo unspecified) | . | 2% | -5.1 | -9% | -19 | 5% | -12% | 5%
CCCCn1c(N)c(N(CC(C)C)C(=O)c2ccc(S(=O)(=O)N3CCCCC3)cc2)c(=O)[nH]c1=O | 13% | -3% | -3.4 | -9% | -1 | -9% | 4% | 0%
CCC(C)[C@H](NC(=O)N1CCCC1)C(=O)OC (stereo partly specified) | -12% | -11% | 0.1 | -2% | . | -1% | -2% | -8%
COC(=O)C(NNc1ccccc1C)(NC(=O)c1ccc(F)cc1)C(F)(F)F (stereo unspecified) | 13% | 27µM* | -1.6 | -13% | 7 | 2% | -21% | 2%
CC1=C(C(=O)N(C)C)CC(CC(=O)NCCCCc2ccccc2)C(=O)N1CCC1=CCCCC1 (stereo unspecified) | ? | -9% | -0.6 | -21% | 2 | -2% | -7% | 8%
Cc1cc(N2CCN(S(=O)(=O)c3ccc4c(c3)OCCO4)CC2)n2ncnc2n1 | -17% | -1% | -1.1 | -12% | . | 4% | -7% | 0%
Cc1ccc(C2CC(C(F)(F)F)n3nc(C(=O)NCc4c(C)nn(C)c4C)c(Cl)c3N2)cc1 (stereo unspecified) | 54% | -11% | -2.3 | -6% | . | 4% | -3% | 4%
COc1ccc(N2C(=O)N3[C@H](c4ccc(Cl)cc4)[C@@H]4C(=O)N(C5CCCCC5)C(=O)[C@@H]4[C@]3(Cc3ccc(Cl)cc3)C2=O)cc1 | ? | -6% | -3.5 | -1% | 10 | -2% | -1% | -14%
O=C(NNc1ccccc1[N+](=O)[O-])Nc1ccc(F)cc1 | 13% | -23% | -0.6 | -7% | 4 | 0% | -7% | 18%
CC12CC3CC(C1)CC(C(=O)NNC(=O)c1ccncc1)(C3)C2 | 5% | -13% | -0.1 | 0% | -7 | -5% | 2% | 2%
CCOC(=O)C(CC1=CS(=O)(=O)c2ccc(Cl)cc21)(NC(C)=O)C(=O)OCC | -6% | 2% | -3.7 | 10% | 1 | 2% | -4% | -8%
CC(=O)CSc1ncnc2sc3c(c12)CCC(C)C3 (stereo unspecified) | 16% | 24µM* | 2.5 | 16% | -20 | -3% | 7% | 10%
COC(=O)c1ccc([C@@H](O)[C@H](C)C(=O)CC(=O)OC(C)(C)C)cc1 | -20% | -5% | -0.3 | -1% | -1 | 6% | 2% | 3%
CCCn1nnnc1NCc1ccccc1F | 11% | -12% | -4.6 | -11% | -12 | -2% | 2% | 8%
CCN(CC)C(=O)Cn1cc(SCC(=O)NC2CCCC2)c2ccccc21 | 0% | -4% | 1.8 | 9% | 1 | -4% | 1% | 0%
COc1cccc(OCCNC(=O)CSc2ccc(C(F)(F)F)cc2[N+](=O)[O-])c1 | -25% | ? | -0.8 | -16% | -5 | -18% | 3% | 13%
CCN(CC(=O)Nc1ccc([N+](=O)[O-])cc1OC)CC(=O)NC(C)(C)C | 16% | 2% | -1.8 | -12% | 17 | -17% | -6% | -11%
CCc1nc2oc3ccc(C)cc3c(=O)c2cc1C(=O)OC | 20% | 4% | 2.8 | -1% | 0 | 0% | 2% | -3%
CNC(=O)c1ccc2nc(NC(C)=O)sc2c1 | 10% | -24% | -1.8 | 4% | . | -3% | -4% | 4%
C/C(N)=C(/C#N)C(=O)COC(=O)C1CCC(C(C)(C)C)CC1 (stereo unspecified) | 44% | -3% | -2.7 | -12% | 14 | -8% | -8% | 11%
COc1c(C(=O)Nc2nccs2)ccc2ccccc12 | -13% | -3% | -3.4 | -11% | 1 | 1% | 4% | -18%
CN(C(=O)c1c[nH]c(=O)cc1C(F)(F)F)c1ccc(Cl)c(Cl)c1 | 5% | -5% | -0.5 | 10% | 2 | 5% | 0% | 17%
O=C(CN1CCN(S(=O)(=O)c2ccccc2[N+](=O)[O-])CC1)Nc1ccc(N2CCOCC2)cc1 | 19% | 4% | 0.6 | 3% | 0 | 12% | -6% | 2%
O=C(NC(=S)Nc1cc(Cl)ccc1Cl)c1ccco1 | -7% | 5% | -2.0 | 9% | 2 | -4% | 1% | 6%
CC1CCN(c2ccc(/C=N/n3nnnc3N)cc2[N+](=O)[O-])CC1 | 27% | -6% | -3.5 | 17% | . | -10% | 6% | 1%
CC(=O)N1CCN(C(=O)/C(C#N)=C/c2ccc3c(c2)OCO3)CC1 | 5% | -2% | 2.2 | -19% | 4 | 3% | -9% | -3%
CN(C)c1ccc(C(=O)N/N=C/c2cc(Br)cc(Br)c2O)cc1 | -3% | -2% | 0.9 | -7% | -2 | 3% | -2% | -32%
Cc1ccc(S(=O)(=O)N2CCC(=O)N(CCOCc3ccc(F)cc3)CC2)cc1 | -8% | 2% | 2.5 | 6% | 4 | -7% | -3% | 1%
Cc1ccccc1NC(=O)CSc1nc2ncc(Cl)cc2[nH]1 | 1% | -17% | -1.7 | 7% | 5 | 5% | 1% | 7%
CCCCN(C)CCNC(=O)c1cc2c(=O)[nH]c3ccccc3c2n1C | 15% | 0% | -3.1 | 12% | -9 | 2% | 21% | -15%
O=C(Cn1nnc(-c2ccccc2F)n1)Nc1cccc2ncccc12 | 15% | -5% | -2.6 | 9% | -4 | -3% | 5% | -7%
Cc1ccccc1OCC(=O)Nc1c2c(nn1C(C)(C)C)CS(=O)(=O)C2 | 19% | -20% | -0.1 | -11% | 1 | -22% | -30% | -1%

(next part)
SMILES | FUS suppressor | PLK1 PBD block | IL-2 act | EPAC1 antagonist | PI5P4Ka inh | EPAC1 ag | WRN inhibitor | Abeta yeast res
CC1CCCCC1NC(=O)/C(C#N)=C/C=C/c1ccccc1[N+](=O)[O-] (stereo unspecified) | 20% | -6% | -2.1 | -14% | 7 | 12% | -7% | 4%
CCn1cc(/C=C/C(=O)Nc2ccc(C)cc2Br)cn1 | 8% | -14% | -2.7 | -28% | -10 | 3% | 6% | -14%
O=C(C1CC(c2ccc(F)cc2)=NO1)N1CCN(Cc2ccccc2)CC1 (stereo unspecified) | -10% | -2% | 0.9 | -3% | 0 | 4% | 0% | 19%
CS(=O)(=O)NCCn1ccc2ccccc21 | -17% | 30µM* | 0.4 | -8% | -17 | -10% | 10% | -19%
COc1ccc(-c2csc(NC(=O)C3COc4ccccc4O3)n2)cc1OC (stereo unspecified) | 30% | 2% | -1.2 | -1% | 7 | -6% | -11% | 12%

One compound at a time (already shown). Order of screens: FUS suppressor, PLK1 PBD block, IL-2 act, EPAC1 antagonist, PI5P4Ka inh, EPAC1 ag, WRN inhibitor, Abeta yeast res
Listed for O=C(C1CC(c2ccc(F)cc2)=NO1)N1CCN(Cc2ccccc2)CC1 (stereo unspecified) : -10%, -2%, 0.9, -3%, 0, 4%, 0%, 19%
Listed for COc1ccc(-c2csc(NC(=O)C3COc4ccccc4O3)n2)cc1OC (stereo unspecified) : 30%, 2%, -1.2, -1%, 7, -6%, -11%, 12%
Listed for CS(=O)(=O)NCCn1ccc2ccccc21 : -17%, 30µM*, 0.4, -8%, -17, -10%, 10%, -19%

High-throughput results (PubChem)
